Bioassay records deposited in PubChem by several laboratories.
H69AR growth 86K: blocks growth of human H69AR lung tumor cells; AID 598; viability, % at 10 µM; 85,000 compounds, 6% hits; H69AR lung tumor viability, ATP luminescence, 72 h; stronger effect = lower value;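 active means viability at or below 40%; inactive means viability above 40%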;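 further: multidrug resistant small cell line overexpressing MRP-1 efflux transporter; 100% = mean luminescence of untreated control wells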
PostGolgi ctrl: inhibits growth of the yeast control strain | efflux-deficient yeast background strain, growth absorbance A615, 16 h | inhibition, % at 10 µM | 98,000 compounds, 5% hits | AID 738
Fibroblast inh: blocks proliferation of human lung fibroblasts; LL 47 human lung fibroblast viability, ATP luminescence; stronger effect = lower value; viability, % at 10 µM; 85,000 compounds, 1.1% hits; AID 719;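 active means viability at or below 50% in the single dose screen; inactive means viability above 50%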;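 further: compound exposure lasted 72 h before the ATP readout; 100% = median luminescence of untreated cell-only wells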
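Times – overnight cell rest, 72 h compound treatment at 37 °C · Test system – human lung fibroblast line LL 47, low passage · Amount – 1,150 cells in each well · Controls – cell-only wells, no compound · Doses – 0.1% DMSO in all compound wells · Measured by – CellTiter-Glo luminescence · Buffer or medium – IMEM plus 15% FBS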
E coli WT exp: E. coli BW25113 growth inhibition, expanded screen; OD600 absorbance; growth inhibition, % at 100 µM; 98,000 compounds, 0.15% hits; AID 710;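 active means growth inhibition above about 50% at one test dose, limit read from the data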;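 further: growth measured after 20 h incubation at 37 °C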
HUVEC prolif 384: blocks proliferation of human endothelial cells; HUVEC proliferation, CellTiter-Glo luminescence, 72 h; stronger effect = lower value; viability, % at 10 µM (by protocol); 86,000 compounds, 1.1% hits;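 active means viability at or below 30%; inactive means viability above 30%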;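 further: 100% = median luminescence of DMSO-only cell control wells on each plate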
DAT uptake mod: human DAT dopamine uptake with cocaine, either direction | Q01959 | LLC-PK1 hDAT cells, [14C]-dopamine uptake with cocaine IC80; actives deviate in either direction | B-score at 10 µM | 110,000 compounds, 1.3% hits;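 active means Z score or B-score, a plate-position-corrected score, falls beyond the plate's 99.7% confidence bounds, in either direction; inactive means both scores lie inside the 99.7% bounds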;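 further: scored against the spread of the other compound wells on the same plate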
Target sequence (Q01959 whole entry, looked up): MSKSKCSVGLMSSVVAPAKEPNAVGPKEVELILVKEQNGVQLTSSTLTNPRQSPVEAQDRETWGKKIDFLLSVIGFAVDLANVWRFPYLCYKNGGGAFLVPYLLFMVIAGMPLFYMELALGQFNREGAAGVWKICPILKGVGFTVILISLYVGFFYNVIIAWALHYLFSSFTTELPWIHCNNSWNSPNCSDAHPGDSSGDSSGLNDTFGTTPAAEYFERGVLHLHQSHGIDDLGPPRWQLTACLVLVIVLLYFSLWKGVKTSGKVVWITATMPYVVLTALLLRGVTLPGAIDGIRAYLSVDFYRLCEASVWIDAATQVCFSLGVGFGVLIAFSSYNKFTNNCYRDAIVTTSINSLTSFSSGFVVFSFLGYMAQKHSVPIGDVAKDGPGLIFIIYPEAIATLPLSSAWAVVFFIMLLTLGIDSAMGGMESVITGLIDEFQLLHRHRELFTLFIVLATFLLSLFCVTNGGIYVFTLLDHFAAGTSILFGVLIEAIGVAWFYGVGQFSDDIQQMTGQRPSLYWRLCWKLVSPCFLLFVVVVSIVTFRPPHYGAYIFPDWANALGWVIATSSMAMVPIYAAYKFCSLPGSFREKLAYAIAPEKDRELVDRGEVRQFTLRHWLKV
S1P2 antag: S1P2 (human) receptor antagonism | O95136 | 97,000 compounds, 0.21% hits | cell-based S1P2 antagonist assay, inhibition at 5 uM | AID 736 | inhibition, % at 5 µM; in the data active means inhibition above about 45%;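 further: CRE beta-lactamase reporter cells expressing human S1P2 stimulated with S1P; 0% = agonist at EC80 alone and 100% = agonist plus reference antagonist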
Target sequence (O95136 whole entry, looked up): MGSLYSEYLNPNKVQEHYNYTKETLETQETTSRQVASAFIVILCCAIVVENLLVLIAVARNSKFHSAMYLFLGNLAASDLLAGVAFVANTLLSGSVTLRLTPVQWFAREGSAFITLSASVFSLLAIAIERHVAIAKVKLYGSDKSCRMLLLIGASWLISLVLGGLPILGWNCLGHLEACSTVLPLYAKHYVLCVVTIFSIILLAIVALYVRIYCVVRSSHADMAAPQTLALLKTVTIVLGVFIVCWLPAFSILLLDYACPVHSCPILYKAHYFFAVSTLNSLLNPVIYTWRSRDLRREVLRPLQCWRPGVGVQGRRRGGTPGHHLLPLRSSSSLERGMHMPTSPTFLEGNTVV
PostGolgi yeast: growth inhibition of a yeast mutant, post-Golgi transport screen. post-Golgi transport phenotypic cell assay. inhibition, % at 10 µM. 98,000 compounds, 0.9% hits. AID 739;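 further: yeast cells grown in 1536-well plates; yeast grown about 18 h at 30C before absorbance read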
S1P2 ag: activates the human S1P2 receptor; AID 729; S1P2-expressing cell line, agonist reporter read-out; activation, % at 4.5 µM; 97,000 compounds, 0.46% hits; O95136; in the data active means activation above about 16%;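 further: 0% = vehicle low control and 100% = maximal reference agonist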
Starred values were filed as active, the others as inactive; / = no result given. Unless noted, no stated cut-off is given here; in the data, active means inhibition above about 30%; inactive means the rest.

SMILES	H69AR growth 86K	PostGolgi ctrl	Fibroblast inh	E coli WT exp	HUVEC prolif 384	DAT uptake mod	S1P2 antag	PostGolgi yeast	S1P2 ag
Nc1nc(Nc2cccc3ccccc23)nc(C2CCCC2=O)n1 (configuration not stated)	0.8*	0	91	-12	15*	/	/	3	/
CC(C)COc1nc2ccccc2nc1C(C#N)C(=O)NC1CCCCC1 (configuration not stated)	81	3	96	-27	93	0.39	-9	-4	2
O=C(NNC(=O)c1ccccc1-n1cccc1)c1cccc(Cl)c1	/	1	/	-5	/	-0.54	28	1	-9
Cc1cc(C)n(C(=O)c2ccc(S(=O)(=O)N3CCOCC3)cc2)n1	93	-3	98	-7	94	-1.1	-22	-7	-7
COc1cc2c(cc1OC)C(c1cccs1)NCC2 (configuration not stated)	92	7	97	-4	99	-0.32	0	7	-6
COc1ccc(-c2nc(-c3ccccc3)[nH]c(=O)c2C#N)cc1	/	4	/	-12	/	0.53	23	-6	-4
COc1cc(C(=O)N(Cc2cc3ccccc3[nH]c2=O)CC2CCCO2)cc(OC)c1OC (configuration not stated)	100	-12	97	-2	96	1.2	/	-3	/
CC1=C(C(=O)Nc2ccccc2)C(c2sccc2C)n2nnnc2N1 (configuration not stated)	79	4	94	-1	87	-0.47	-33	-7	-1
C=CCn1c(SCCOc2ccc(OC)cc2)nnc1C(NC(=O)c1ccc(OC)cc1)C(C)C (configuration not stated)	64	10	98	0	87	0.82	-56	-3	1
CCCCC(=O)Nc1cccc(-c2nn3c(C)nnc3s2)c1	70	8	99	0	92	0.074	-3	1	-1
CCc1cc2c(=O)c(-c3cnn(-c4ccccc4)c3)coc2c(CN2CCOCC2)c1O	75	4	100	0	118	0.84	12	2	-8
COc1ccc(N2C(=O)C3C4C=CC(C5CC45)C3C2=O)c([N+](=O)[O-])c1 (configuration not stated)	/	4	/	6	/	-1.2	9	-3	-3
Cc1nc(NCCc2ccc(S(N)(=O)=O)cc2)c2c(C)c(C)sc2n1	/	7	/	-3	/	-0.56	9	-3	-4
N#CC1=C(N)OC2=C(C(=O)CCC2)C1C1C=CCCC1 (configuration not stated)	/	2	/	2	/	0.013	-6	6	-7
CCCCC(=O)c1ccc(O)cc1O	95	/	100	/	97	-0.15	-23	/	-2
CN=C1CC(SC)=C1c1ccc(C)cc1	38*	/	33*	/	61	0.38	0	/	3
Cc1cc(C)cc(OCc2nnc(SCC(=O)Nc3ccccc3)o2)c1	92	-1	97	-11	94	-0.35	-12	3	-3
CC1(C)CC2CC(C)(CN2C(=O)CCCN2C(=O)c3ccccc3C2=O)C1 (configuration not stated)	95	14	95	6	108	2.5	/	15	/
CCOC(=O)c1ccc(NC(=O)CN(Cc2ccc(Cl)cc2)S(C)(=O)=O)cc1	41	13	97	2	97	1.8	8	0	-7
N/C(=N\c1nc2c(c(=O)[nH]1)CCCC2)Nc1ccccc1	72	-10	99	4	92	1.5	6	-1	-3
O=C(CC1Sc2ccccc2NC1=O)Nc1cccc(C(=O)O)c1 (configuration not stated)	97	17	107	7	99	-0.8	/	-1	/
Cc1ccccc1C(=O)NC1CCN(Cc2nnnn2Cc2ccc(F)cc2)CC1	89	7	95	0	97	-0.94	12	1	-2
CC1(C)CC(=O)C=C(Nc2cc(-c3ccccc3)[nH]n2)C1	53	5	100	8	101	0.24	-6	28	-4
Cc1nc(-c2cccc(S(=O)(=O)N3CCCC(C)C3)c2)cs1 (configuration not stated)	91	7	96	10	113	2.2	8	-3	-6
CCOC(=O)C(C)(C)Sc1nc2c(cnn2-c2ccc(C)cc2)c(=O)[nH]1	70	/	99	/	94	0.38	-27	/	-1
CCOC(=O)c1c(N)n[nH]c1-c1ccccc1	107	13	106	7	88	0.41	-18	2	-2
Cc1nccn1CCC(=O)O	96	2	101	1	108	0.32	/	7	/
Cc1ccc2nc3c(cc2c1)c(NS(=O)(=O)c1ccccc1)nn3CC(C)C	/	11	/	-14	/	/	-8	-1	-3
Cc1cc(NC(=O)CSc2nc(-c3ccccc3)c(C#N)c(=O)[nH]2)no1	114	-14	95	-1	87	-0.28	-4	-3	0
O=C1CS/C(=C/C(=O)c2ccccc2)N1	93	-3	100	-5	95	0.95	14	-6	-6
Cc1[nH]c(C)c2c(=O)n(-c3ccccc3)ncc12	98	2	96	6	116	1.5	-10	7	0
CCS(=O)(=O)Nc1ccc(NC(C)=O)cc1	/	2	/	2	/	-0.82	-5	20	-9
Cc1nc(C(=O)Nc2ccccc2Cl)cc2c1[nH]c1ccccc12	/	7	/	6	/	0.34	7	9	-7
CCN(CC)C(=O)CSc1nc2ccccc2c(=O)n1-c1cccc(OC)c1	86	6	99	-3	83	0.033	-24	13	0
O=C(NCc1ccco1)c1cc2n(n1)C(C(F)(F)F)CC(c1ccc(Cl)c(Cl)c1)N2 (configuration not stated)	31*	24	95	-7	73	0.36	26	1	-9
CCOC(=O)N1CCC(NC(=O)C2CCN(c3ccc(N4CCOCC4)nn3)CC2)CC1	99	36*	96	1	87	-0.74	12	-5	-4
O=C(O)CCc1ccc(-c2ccc(F)cc2)n1Cc1ccco1	93	9	97	1	99	2	-2	-4	-5
CCN(CC)S(=O)(=O)c1c(Br)cc(C)cc1Br	84	6	95	-4	103	-0.0099	-17	-5	-1
COCCn1c(SCC(=O)c2[nH]c(C)c(C(C)=O)c2C)nc2ccccc21	55	8	108	5	93	0.022	-24	0	-2
CCNCCNC(=O)c1c(O)c2cccc3c2n(c1=O)CCC3	42	1	83	10	82	0.87	/	4	/

Ordered by heavy-atom count (ascending): 3 of the compounds above.
SMILES	H69AR growth 86K	PostGolgi ctrl	Fibroblast inh	E coli WT exp	HUVEC prolif 384	DAT uptake mod	S1P2 antag	PostGolgi yeast	S1P2 ag
CCN(CC)S(=O)(=O)c1c(Br)cc(C)cc1Br	84	6	95	-4	103	-0.0099	-17	-5	-1
CCNCCNC(=O)c1c(O)c2cccc3c2n(c1=O)CCC3	42	1	83	10	82	0.87	/	4	/
O=C(CC1Sc2ccccc2NC1=O)Nc1cccc(C(=O)O)c1 (configuration not stated)	97	17	107	7	99	-0.8	/	-1	/

(listing goes on)
SMILES	H69AR growth 86K	PostGolgi ctrl	Fibroblast inh	E coli WT exp	HUVEC prolif 384	DAT uptake mod	S1P2 antag	PostGolgi yeast	S1P2 ag
CC(C)CCn1c(N2CCC(C(N)=O)CC2)nc2c1c(=O)[nH]c(=O)n2C	92	13	93	-2	79	-0.19	3	12	-4
O=C(Cn1nc(-c2ccccc2)c2ccccc2c1=O)Nc1ccccn1	104	13	99	-4	103	0.62	14	7	-5
Cc1cc(C)nc(N2CCCC(C(=O)Nc3ccc4c(c3)OCO4)C2)n1 (configuration not stated)	85	4	102	-18	99	1.4	-10	0	-3
Cc1cc(C(=O)OCC(=O)N2CCN(C(=O)c3ccco3)CC2)c(C)n1-c1ccc(F)cc1	96	7	98	2	94	2.4	-17	-6	-3
COc1ccc(OCC(=O)Nc2ccccc2OC(F)F)cc1	48	-4	97	10	92	-0.48	-7	-3	-3
CCCOC(=O)c1ccc(-n2nnnc2SCC(=O)N2CCCCC2)cc1	87	3	90	-7	95	-0.079	13	0	-6
CC1(C)CC(=O)C=C(NCc2cccs2)C1	87	0	101	-9	94	0.11	0	-1	-2
O=C(CSc1nnnn1-c1cccc2ccccc12)N1CCOCC1	92	4	102	1	96	0.87	-15	-5	-3
O=C(CC12CCC(CC1)C2)NCc1ccc2c(c1)OCO2	101	/	104	/	98	0.49	-20	/	-7
COC(=O)C1=C(C)NC2=C(C1c1ccc(O)cc1)S(=O)(=O)c1ccccc12 (configuration not stated)	/	8	/	-11	/	0.0005	-19	-7	-5
Cc1cc(Nc2ccc(F)cc2)n2nc(C)nc2n1	92	9	91	10	101	0.2	4	1	-2
CCn1cc(C(=O)N2CCN(Cc3ccc4c(c3)OCO4)CC2)c(=O)c2ccc(C)nc21	90	0	101	1	90	1.9	7	-8	-6
COc1ccc(C(=O)N[C@H](C(=O)NCC2CCCCC2)C(C)C)cc1	106	8	101	-2	103	0.023	3	2	-6
CCC1CCCCN1C(=O)CSc1nnc(-c2ccco2)o1 (configuration not stated)	/	5	/	-1	/	1	10	-2	-3
CN(C)c1ccc(NC(=O)Nc2cccc(Cl)c2)cc1	87	-11	108	-10	92	0.3	-10	-4	-7
CC(C)(C)NC(=O)c1ccc2c(c1)C(=O)N(C1CCCCC1)C2=O	82	21	105	1	92	0.98	2	9	-5
CCc1nnc(NC(=O)c2ccc(S(=O)(=O)N3CCOCC3)cc2)s1	107	20	107	3	103	-1.4	31	-1	-3
CCCNC(=O)NS(=O)(=O)c1cnccc1Sc1ccc(Cl)c(Cl)c1	/	-6	/	-13	/	-0.48	-11	-5	-4
COc1ccc(N(CC(=O)NCc2ccccc2)S(=O)(=O)c2c(C)noc2C)cc1	66	-1	97	-8	100	0.23	-18	0	-3
O=c1c(-c2ccc(Cl)cc2)[n+]([O-])c2ccccc2n1OCc1ccccn1	/	3	/	-7	/	0.98	-2	3	-9
Cc1cc(NC(=O)COC(=O)c2n[nH]c3ccccc23)no1	87	8	96	-5	87	-1.1	-6	-6	-4
Cn1c(CSc2ncn[nH]2)nc2ccccc21	91	8	102	-3	98	-0.68	7	-4	-1
Cc1cc2c3c(c1C)C1(C(=O)N3C(C)(C)CC2C)C(C#N)=C(N)Oc2n[nH]c(C)c21 (configuration not stated)	92	4	93	-7	89	-0.77	-14	0	0
CCCc1nc(N2CCOCC2)c2sc(=S)n(-c3ccccc3)c2n1	/	-1	/	-4	/	0.14	-15	-4	-2
CCc1cc2c(=O)c(-c3ccon3)c(N)oc2cc1OC	85	13	96	2	72	-0.037	/	4	/
Cc1nn2c(-c3ccc(Cl)cc3)ccnc2c1-c1ccccc1	/	2	/	-4	/	-0.92	-43	12	6
N#Cc1nc(-c2cccs2)oc1NCCCN1CCOCC1	89	2	89	3	90	0.17	-2	-14	1
c1ccc(OCCCn2nnc(-c3ccncc3)n2)cc1	87	1	99	0	101	0.42	13	1	-3
CC1(C)CC(=O)C2=C(C1)OC(N)=C(C#N)C2c1ccccc1 (configuration not stated)	90	-12	95	-4	97	-0.03	14	-1	0
C(/C=C/C=C/Nc1ccccc1)=Nc1ccccc1	90	3	103	1	91	0.55	-4	6	-2
CCOC(=O)c1c(C)nc(-c2ccccc2)nc1NC(=O)CC	91	-4	94	-1	96	-0.96	-6	4	1
COc1ccc(-c2cc3nc4c(c(=O)n3[nH]2)CCC4)cc1	95	8	93	-9	93	-0.98	-18	-19	-3
Cc1cccc(NC(=O)c2ccc([N+](=O)[O-])o2)n1	/	1	/	28	/	-0.92	25	1	-11
COC(=O)c1ccc(C)c(NS(=O)(=O)c2ccc(C)c([N+](=O)[O-])c2)c1	/	12	/	-9	/	0.092	16	-8	-7
Cn1c(SCc2cccc(Cl)c2)nc(C(F)(F)F)cc1=O	/	25	/	1	/	-0.25	17	5	-10
CCN1CCN(/C=N/c2nc(C)cs2)CC1	86	1	93	-5	91	-0.78	18	3	-4
CC(=O)c1cccc(NC(=O)N[C@@H](CC(C)C)C(=O)O)c1	103	-1	106	-1	107	-1.2	5	8	-6
CCOC(=O)c1sc(=S)n2c1[nH]c(=O)c1ccc(C(=O)OC)cc12	37*	14	103	-13	86	0.18	1	-6	-10
CN1CCN(c2ccc([N+](=O)[O-])cc2NC(=O)c2ccccc2)CC1	/	0	/	7	/	-0.55	16	-8	-7
Cc1ccc(-c2nc3sc4c(c3c(=O)n2N)CC(C)(C)OC4)cc1	89	2	94	-5	93	-0.44	5	2	-4
Cc1ccc(N=C(c2cccs2)N2CCOCC2)cc1	92	3	95	9	98	0.51	30	-3	-6
